# Assay outcomes: PubChem BioAssay, National Center for Advancing Translational Sciences (NCATS)
# Vif-A3F inh: qHTS for Inhibitors of Vif-A3F Interactions: qHTS; Potency, µM (top dose mostly 46.1 µM), inactives show at the top dose activity, negative = active; HeLa A3F-eYFP + Vif (tagged APOBEC3F with the HIV-1 protein that degrades it), YFP fluorescence increase; 390,000 tested, 0.2% active; further: % of control where 0% means no effect; nearly all actives have a fitted effect of over 65% in size
#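 Fluorescence increase (Ex 488/Em 500-530) after overnight compound treatment at 37 deg C flags inhibition of Vif-driven A3F-eYFP loss in stable HeLa A3F-eYFP/Vif cells seeded overnight beforehand.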
# RGS4 inhibitor: Inhibitors of Regulator of G Protein Signaling (RGS) 4: qHTS | Potency, µM (titrated, usually from 114 µM), inactives show at the highest dose activity change, negative = inhibition, actives largely listed as inhibitors | Transcreener GDP fluorescence polarization, RGS4-accelerated GTP hydrolysis | 390,000 tested, 0.039% active; further: on the % scale 0 is the no-effect control and ±100 the full control effect; nearly all actives have a fitted effect of over 75% in size; some results filed as inactive show a strong effect at the top dose
# Target sequence (P49798 whole entry, looked up): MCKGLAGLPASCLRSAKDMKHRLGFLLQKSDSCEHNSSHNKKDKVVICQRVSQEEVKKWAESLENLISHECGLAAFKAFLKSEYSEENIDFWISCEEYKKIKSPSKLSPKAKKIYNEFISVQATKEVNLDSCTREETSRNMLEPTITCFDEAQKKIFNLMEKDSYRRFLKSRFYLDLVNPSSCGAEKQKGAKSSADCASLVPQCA
#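 MLSMR compounds (23 nl, pin-transferred) preincubated 10 min at room temperature with a 500nM (2x) first reagent, then RGS4 at 900nM (2x) plus Transcreener GDP mix added; fluorescence polarization (620/688 nm) read before and after 90 min at 30 °C.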
# USP1-UAF1 inh: Inhibitors of USP1/UAF1: Primary Screen. recombinant USP1/UAF1, Ub-Rhodamine cleavage fluorescence. Ubiquitin carboxyl-terminal hydrolase 1 (Homo sapiens), O94782. AID 743255, 2014. 390,000 tested, 0.23% active. Potency, µM (doses to about 57.1 µM), for inactives: at the top dose activity change, negative = inhibition, usual class: inhibitors; further: on the % scale 0 is the no-effect control and ±100 the full control effect; nearly all actives have a fitted effect of over 60% in size; inactives centre near -12
#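 USP1/UAF1 complex (1 nM) preincubated 15 min at room temperature with compound, then Ub-Rho substrate (150 nM final) added. Kinetic fluorescence at 480/540 nm over 6 reads at 60 s intervals; 50 mM HEPES pH 7.8, 0.5 mM EDTA, 0.1 mg/ml BSA, 1 mM TCEP, 0.01% Tween-20.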
# RXFP1 agonist: qHTS Assay for Agonists of the Relaxin Receptor RXFP1; HEK293T-RXFP1 cAMP TR-FRET, 30 min; response scale: percent of porcine relaxin response, buffer zero; Potency, µM (titrated, usually from 57.5 µM), without a hit: at the highest dose activation, actives largely listed as activators; 370,000 tested, 0.3% active; AID 2676, 2010; further: on the % scale 0 is the no-effect control and ±100 the full control effect; nearly all actives have a fitted effect of over 60% in size; many of its hits are not listed in these tables
#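 cAMP rise read by TR-FRET after 30 min, 37C compound exposure (up to 58 uM) in RXFP1-transfected HEK293 cells with Ro 20174 present. EC50 from Hill-equation fits, with 29 nM porcine relaxin as 100% and buffer as basal.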
# ALOX12 inh: Primary qHTS assay for inhibitors of human arachidonate 12S-lipoxygenase (ALOX12): Round 2; Potency, µM (titrated, usually from 108 µM), without a hit: at the top dose activity change, negative = inhibition, most hits filed as inhibitors; 580,000 tested, 1.1% active; purified 12hLO, xylenol orange hydroperoxide absorbance; further: on the % scale 0 is the no-effect control and ±100 the full control effect
#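 Purified human 12hLO at 150 nM in 25 mM Hepes, 0.01% Triton X-100, pH 7.0, preincubated 15 min at room temperature with compound. Reaction started with 40 uM arachidonic acid, 30 min at room temperature. Hydroperoxide measured by Fe-xylenol orange, 573/405 nm absorbance ratio.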
# TrxR1 inh: qHTS Assay for Inhibitors of Mammalian Selenoprotein Thioredoxin Reductase 1 (TrxR1): qHTS; Potency, µM (highest dose often 114 µM), without a hit: at the highest dose activity change, negative = inhibition, most hits filed as inhibitors; 390,000 tested, 1% active; recombinant rTrxR1, NADPH fluorescence consumption, selenite substrate; further: on the % scale 0 is the no-effect control and ±100 the full control effect; nearly all actives have a fitted effect of over 65% in size
# Target sequence (O89049 whole entry, looked up): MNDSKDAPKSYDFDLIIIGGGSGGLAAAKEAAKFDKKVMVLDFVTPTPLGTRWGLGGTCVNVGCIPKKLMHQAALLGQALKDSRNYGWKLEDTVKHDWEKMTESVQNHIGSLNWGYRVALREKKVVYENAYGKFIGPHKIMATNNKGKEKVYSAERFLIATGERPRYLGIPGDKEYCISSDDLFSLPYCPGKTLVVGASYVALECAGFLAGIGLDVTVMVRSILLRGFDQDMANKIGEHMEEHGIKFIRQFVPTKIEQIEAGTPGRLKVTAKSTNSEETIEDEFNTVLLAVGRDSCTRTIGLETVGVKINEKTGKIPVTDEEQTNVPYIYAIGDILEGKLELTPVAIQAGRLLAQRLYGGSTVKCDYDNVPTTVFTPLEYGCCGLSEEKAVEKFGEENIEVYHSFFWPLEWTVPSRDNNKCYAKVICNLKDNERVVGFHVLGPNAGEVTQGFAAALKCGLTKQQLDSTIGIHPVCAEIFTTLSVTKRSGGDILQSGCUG
#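 Rat TrxR1 (90 nM in the dispensed reagent) was pre-reduced with 400 uM NADPH for 5 min at room temperature, then incubated with compound for 15 min. After 400 uM selenite was added, NADPH fluorescence (Ex 340/Em 450 nm) was followed for 8 min.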
# TrxR1 substrate: qHTS Assay for Substrates of Mammalian Selenoprotein Thioredoxin Reductase 1 (TrxR1): qHTS. Thioredoxin reductase 1, cytoplasmic (Rattus norvegicus), O89049. purified TrxR1 substrate turnover, NADPH consumption readout. Potency, µM (top dose mostly 114 µM), inactives show at the top dose activity change, negative = substrate turnover. 390,000 tested, 0.01% active. AID 588456, 2011; further: on the % scale 0 is the no-effect control and ±100 the full control effect; nearly all actives have a fitted effect of over 50% in size
#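 Rat TrxR1, dispensed at 90 nM, was prereduced with 400 uM NADPH (final) for 5 min at ~22 deg C, then incubated with compound 15 min before 400 uM selenite. A first-read NADPH fluorescence drop versus no-compound background flagged substrates.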
# IDH1 R132H inh: qHTS for Inhibitors of mutant isocitrate dehydrogenase 1 (IDH1): qHTS; Isocitrate dehydrogenase [NADP] cytoplasmic (Homo sapiens), O75874; 390,000 tested, 0.093% active; Potency, µM (titrated, usually from 76.6 µM), for inactives: at the top dose activity change, negative = inhibition, actives largely listed as inhibitors; IDH1-R132H enzyme, NADPH consumption, diaphorase/resazurin fluorescence; further: on the % scale 0 is the no-effect control and ±100 the full control effect; nearly all actives have a fitted effect of over 65% in size
# Target sequence (O75874 whole entry R132H, stated change not applied): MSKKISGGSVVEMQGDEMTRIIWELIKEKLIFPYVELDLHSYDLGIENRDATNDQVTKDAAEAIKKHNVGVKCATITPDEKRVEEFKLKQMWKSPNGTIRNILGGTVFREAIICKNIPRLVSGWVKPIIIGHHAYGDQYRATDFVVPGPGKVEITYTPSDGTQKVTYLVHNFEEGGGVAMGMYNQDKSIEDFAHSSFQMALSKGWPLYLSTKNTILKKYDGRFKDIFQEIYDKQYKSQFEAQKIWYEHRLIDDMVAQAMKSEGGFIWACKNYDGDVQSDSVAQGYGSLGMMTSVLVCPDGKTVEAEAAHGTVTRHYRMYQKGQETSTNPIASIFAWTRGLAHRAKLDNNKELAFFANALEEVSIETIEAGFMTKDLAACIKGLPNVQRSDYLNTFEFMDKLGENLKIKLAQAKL
#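 IDH1-R132H (0.5 ug/mL) preincubated 30 min with compound, then NADPH (0.016 mM) and alpha-KG (2 mM) added; 80 min at RT, pH 7.5. Remaining NADPH coupled via diaphorase/resazurin to fluorescence (540/590 nm); concentration-response curves normalized to no-enzyme control.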
# Vif-APOBEC3G blk: qHTS for Inhibitors of Vif-A3G Interactions: qHTS; HeLa A3G-eYFP + Vif (tagged APOBEC3G with the HIV-1 protein that degrades it), YFP fluorescence, overnight; DNA dC->dU-editing enzyme APOBEC-3G (Homo sapiens), Q9HC16; 410,000 tested, 0.076% active; Potency, µM (highest dose often 46.1 µM), without a hit: top-dose activity, negative = active, hits mostly inhibitors;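 further: on the % scale 0 is the no-effect control and ±100 the full control effect; nearly all actives have a fitted effect of over 60% in size; hits raise eYFP signal because A3G escapes Vif-driven loss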
#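 HeLa cells stably expressing Vif and C-terminally eYFP-tagged A3G, seeded overnight at 37 deg C, then exposed to compound by pintool overnight at 37 deg C. Rise in yellow fluorescence (Ex 488/Em 500-530, Acumen) marks blocked Vif-driven A3G degradation.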
# Numbers without * were called inactive; ? = inconclusive; · = no result given; [ ] = dose if it differs, or a comment. The call rests on the fitted dose curve; in most records, active means well fitted curve in the direction sought with a large enough effect; inconclusive means small, poorly fitted or top-dose-only effect, or another doubt; inactive means no such curve, though single readings can be large; an effect the other way counts as inactive or inconclusive. Potency means the concentration at half of the fitted maximal effect.
SMILES,Vif-A3F inh,RGS4 inhibitor,USP1-UAF1 inh,RXFP1 agonist,ALOX12 inh,TrxR1 inh,TrxR1 substrate,IDH1 R132H inh,Vif-APOBEC3G blk
CN1CCN(C(=O)C2=C[C@H](c3ccc(C(F)(F)F)cc3)C[C@H](OCCCCO)O2)CC1,9%,0%,-21%,·,?,-12%[57.1 µM],9%,-6%,-6%
CCCCN1C(=O)C(=O)N(CC(=O)c2ccc3c(c2)OCO3)C1=O,-16%,0%,-1%,-0.8%,?,-1%,-4%,2%,0%
O=C(c1cccs1)N1CCCC(N2CCN(c3cccc(C(F)(F)F)c3)CC2)C1 (stereo not given),-8%,4%,-13%,-0.1%,-21%,4%,-1%,-7%,3%
CCn1c(SCC(=O)Nc2cc(C)on2)nnc1-c1ccncc1,-9%,10%,-4%,1.7%,4%,1%[57.1 µM],9%[57.1 µM],-1%,0%
COC(=O)c1cc(C)sc1NC(=O)CSc1ncccn1,2%,?,-10%,4.7%,?,5%,0%,2%,3%
Cc1ccc(C)c2[nH]c(=O)c(CN(Cc3cccs3)C(=S)NCc3ccco3)cc12,1%,-18%,-10%,4.1%,-12%,-25%,-12%,-1%,-12%
Cc1cc(Br)ccc1NC(=O)CN(C)C(=O)Cn1c(=O)cnc2ccccc21,1%,-12%,-14%,0.4%,?,-4%,1%,-3%,-5%
CCCNc1cc(C)c(C#N)c2nc3ccccc3n12,-14%,-7%,-26%,1.6%,2%,39%[activator],50%[activator],4%,0%
Cc1cccc(NC(=O)CCCNC(=O)c2ccc(Cl)cc2)n1,-4%,-31%,-8%,1.2%,-54%,-9%,-10%,2%,-1%
C=CCC1(C(=O)N(C)Cc2ccccc2)CCN(C(=O)OC(C)(C)C)CC1,3%,6%,-18%,·,?,15%,0%,5%,5%
CN1CCN(C(=O)CNC(=O)Cc2ccc(Cl)cc2)CC1,25%,28%,-3%,1.2%,0%,25%,3%,-4%,1%
CC(=O)Nc1ccc(S(=O)(=O)Oc2ccc(N3C(=O)C4CCCCC4C3=O)cc2)cc1 (stereo not given),-2%,-5%,-19%,0.0%,0%,32%,10%,0%,-1%
COc1cc(C(=O)OC(C)C(=O)NC2CCCCC2C)c([N+](=O)[O-])cc1OC (stereo not given),-3%,-20%,3%,1.7%,-12%,-1%,-3%,2%,0%
CCOc1ccc(CNCc2ccccc2Cl)cc1,-4%,-16%,-19%,0.6%,-10%,17%,-4%,12%,4%
COc1ccccc1/C=C/CN1CCC(CO)(Cc2ccccc2)CC1,-5%,14%,-31%,-4.1%,?,31%[57.1 µM],12%[57.1 µM],7%,1%
CC1CCN(C(c2ccccc2)c2sc3nc(-c4ccco4)nn3c2O)CC1 (stereo not given),1%,2%,-22%,0.0%,?,10%[57.1 µM],-6%[57.1 µM],-1%,1%
COC(=O)CN1C(=O)CSc2ccc(S(=O)(=O)Nc3cccc(Br)c3)cc21,-14%,0%,-2%,0.1%,-7%,-10%,-11%,-3%,-10%
Cc1cccc(CCNC(=O)C2CCN(S(=O)(=O)c3ccccc3)CC2)c1,?,-6%,1%,-2.4%,-2%,8%[57.1 µM],6%[57.1 µM],3%,-1%
CC(=O)Nc1cccc(NC(=O)c2cccc(S(=O)(=O)N3CCN(Cc4ccccc4)CC3)c2)c1,-13%,-9%,1%,0.9%,-20%,5%,-4%,3%,-1%
Cc1cccc(C(=O)Nc2cccc(OCc3cc(=O)n4ccccc4n3)c2)c1,0%,19%,-11%,4.7%,-28%,16%[57.1 µM],-2%[57.1 µM],-1%,-3%

# Overlap with the part before: two compounds, followed by the next part.
SMILES,Vif-A3F inh,RGS4 inhibitor,USP1-UAF1 inh,RXFP1 agonist,ALOX12 inh,TrxR1 inh,TrxR1 substrate,IDH1 R132H inh,Vif-APOBEC3G blk
CC(=O)Nc1cccc(NC(=O)c2cccc(S(=O)(=O)N3CCN(Cc4ccccc4)CC3)c2)c1,-13%,-9%,1%,0.9%,-20%,5%,-4%,3%,-1%
Cc1cccc(C(=O)Nc2cccc(OCc3cc(=O)n4ccccc4n3)c2)c1,0%,19%,-11%,4.7%,-28%,16%[57.1 µM],-2%[57.1 µM],-1%,-3%
Cc1cc(NC(=O)CSc2nnc3c4c(C)c(C)sc4ncn23)no1,1%,3%,14%,4.6%,4%,7%,8%,-4%,-2%
COC(=O)c1cc(C(=O)N(Cc2ccccc2)c2ccccn2)cc([N+](=O)[O-])c1,5%,5%,-13%,1.6%,-9%,8%,-1%,-5%,-2%
CCOc1cc(C=C(C#N)C#N)ccc1Oc1ccc([N+](=O)[O-])cn1,-16%,-45%,-33%,-2.0%,-30%,10µM*,-8%,-4%,4%
CC1CCCCN1CCCNC(=O)C1CCN(c2nnc(-n3cccc3)s2)CC1 (stereo not given),-10%,3%[11.4 µM],-10%,-0.2%,7%,11%,0%,-13%,2%
O=C(O)Cc1sc(NCCc2ccccc2)nc1-c1ccc(F)cc1,?,-20%,-5%,-0.4%,12%,-12%,-3%,5%,-8%
O=[N+]([O-])c1cc(C(F)(F)F)ccc1NC1CCN(Cc2ccccc2)CC1,10%,35%,-9%,0.0%,186%[activator],33%[2.29 µM],-2%[57.1 µM],0%,-1%
CN(C)c1ccc(/C=[N+](\[O-])C2N(c3ccccc3)C(=S)SC2(C)C)cc1 (stereo not given),-8%,-12%,-19%,0.9%,-3%,-13%,-15%,10%,-14%
O=C(c1c(F)cccc1F)N1CCCc2ccccc21,2%,4%,-10%,-1.6%,10%,15%[57.1 µM],-8%,11%,-3%
NS(=O)(=O)c1ccc(CNC(=S)NC2CCCCC2)cc1,13%,-3%,-3%,1.4%,3%,0%,-1%,-4%,-6%
C#CCOCCOCCOCCNc1nc(N2CCN(C(=O)C([C@@H](C)CC)n3cc(C(N)Cc4ccc(O)cc4)nn3)CC2)nc(N2CCN(C(=O)[C@H](CCC(=O)O)n3cc(C(N)CO)nn3)CC2)n1 (stereo not given in full),0%,2%,-12%,-1.4%,·,?,5%,5%,5%
CCc1ccc(Nc2cc(=O)n(C3CCCCC3)c(=O)[nH]2)cc1,-15%,3%,-1%,-0.2%,41%[activator],0%,-2%,-6%,2%
Cc1c(Nc2nc3ccccc3nc2NS(=O)(=O)c2cccs2)c(=O)n(-c2ccccc2)n1C,-4%,-3%,-16%,-1.1%,2%,7%,-4%,-2%,-2%
COc1ccccc1OCCNC(=O)CCNC(=O)c1ccccc1OC,1%,3%,-21%,0.0%,1%,9%,-2%,-11%,3%
N#CCCN(C1CCCCC1)S(=O)(=O)c1cccc2nsnc12,2%,-1%,-15%,1.0%,?,-8%,-3%,2%,-5%
CC(c1nc2ccccc2c(=O)[nH]1)N(C)c1ccc2ccccc2c1 (stereo not given),-10%,-25%,-3%,3.5%,-2%,3%,2%,11%,-3%
Cc1ccc(-c2nn(-c3cccc(F)c3)cc2CNCc2cccnc2)o1,?,-29%,-24%,4.3%,63%[activator],3%,10%,10%,-12%
CC1CCN(CCNC(=O)CN(C)S(=O)(=O)c2cccc3nsnc23)CC1,-6%,26%,-13%,2.7%,0%,14%,-1%,-2%,0%
Cn1c2ccccc2c(=O)c2ccc(-c3ccc4c(c3)OCO4)cc21,-2%,?,?,3.9%,?,15%,13%,4%,0%
CC(C)(C)NC(=O)C1CCCN(S(=O)(=O)c2cccc3cccnc23)C1 (stereo not given),4%,-6%,-24%,1.3%,384%[activator],23%,3%,-4%,0%
Cn1c(SCC(=O)Nc2cccnc2Cl)nc2ccccc21,-3%,18%,-13%,·,-4%,-9%,-7%,2%,1%
COc1ccc(NC(=O)c2ccc(Cc3ccc(C)cc3)o2)cc1,-2%,30%[11.4 µM],-11%,1.1%,4%,8%[57.1 µM],-7%,-1%,-8%
COc1ccc(NC(=O)CSc2nnnn2C2CCCC2)cc1S(=O)(=O)N1CCOCC1,-1%,·,-10%,·,-21%,·,·,11%,0%

# Ordered by value in USP1-UAF1 inh (low to high): some entries from above.
canonical_smiles	RGS4 inhibitor	USP1-UAF1 inh	RXFP1 agonist	ALOX12 inh	TrxR1 inh	TrxR1 substrate
C=CCC1(C(=O)N(C)Cc2ccccc2)CCN(C(=O)OC(C)(C)C)CC1	6%	-18%	·	?	15%	0%
O=C(O)Cc1sc(NCCc2ccccc2)nc1-c1ccc(F)cc1	-20%	-5%	-0.4%	12%	-12%	-3%
CCn1c(SCC(=O)Nc2cc(C)on2)nnc1-c1ccncc1	10%	-4%	1.7%	4%	1%[57.1 µM]	9%[57.1 µM]
Cc1cccc(CCNC(=O)C2CCN(S(=O)(=O)c3ccccc3)CC2)c1	-6%	1%	-2.4%	-2%	8%[57.1 µM]	6%[57.1 µM]

# Some of the compounds tested; the hit share may differ from the screen's.
